# GLS inhibitor: blocks human kidney-isoform glutaminase activity | O94925 | GLS enzymatic activity, qHTS titration | Potency, µM (series often up to 45.5 µM), inactives show top-dose activity change, negative = inhibition, actives largely listed as inhibitors | 410,000 compounds, 0.21% hits | AID 624170; further: potency means the concentration at half of the fitted maximal effect; on the % scale 0 is the no-effect control and ±100 the full control effect
#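 hKGA; 45 mM KH2PO4 pH 8.2 + 0.02% Tween-20; cpd via pin tool; 1 mM Gln soln; GluOx/HRP/Amplex Red; RT 30 min; fluor. t0 & final.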
# PI4K2A block: inhibitors of human PI4K2A; purified PI4K2A, ADP-Glo luminescence, 1 h; stronger effect = lower value; AID 1346378; 420,000 compounds, 0.13% hits; Q9BTU6; activity change, negative = inhibition, % at 76.9 µM; in the data active means activity change below about -50%; inconclusive means mostly about -30% to -49%;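 further: -100% = wells without enzyme as full effect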
#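 Compounds are screened against recombinant PI4K2A using PI as substrate and ATP, the latter dispensed at 300 microM. Reactions run one hour at ambient temperature before ADP-Glo detection; full inhibition defined by wells lacking enzyme.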
# Pin1 inh: inhibitors of human Pin1. Pin1 FP peptide displacement, HiFluor488, 10 min. 390,000 compounds, 0.009% hits. Potency, µM (highest dose often 115 µM), for inactives: at the highest dose activity, negative = inhibition, most hits filed as inhibitors. Q13526; active means well fitted inhibition curve with a large enough effect in the polarisation, with a control signal flat, not every such curve was filed as active; inconclusive means small, poorly fitted or top-dose-only effect, or effect the other way, or a change in a side signal; inactive means no such curve, though single readings can be large or run the other way; the % refers to the polarisation; further: potency means the concentration at half of the fitted maximal effect; on the % scale 0 is the no-effect control and ±100 the full control effect
# rTrxR1 inhibitor: blocks rat thioredoxin reductase 1 | O89049 | recombinant rTrxR1, NADPH fluorescence consumption, selenite substrate | Potency, µM (highest dose often 114 µM), for inactives: top-dose activity change, negative = inhibition, usual class: inhibitors | 390,000 compounds, 1% hits; further: potency means the concentration at half of the fitted maximal effect; on the % scale 0 is the no-effect control and ±100 the full control effect; nearly all actives have a fitted effect of over 65% in size
#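 Rat TrxR1 (90 nM in the dispensed reagent) was pre-reduced with 400 uM NADPH for 5 min at room temperature, then incubated with compound for 15 min. After 400 uM selenite was added, NADPH fluorescence (Ex 340/Em 450 nm) was followed for 8 min.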
# USP1 inh: inhibitors of human USP1/UAF1 deubiquitinase; O94782; recombinant USP1/UAF1, Ub-Rhodamine cleavage fluorescence; Potency, µM (doses to about 57.1 µM), without a hit: at the top dose activity change, negative = inhibition, usual class: inhibitors; 390,000 compounds, 0.23% hits; further: potency means the concentration at half of the fitted maximal effect; on the % scale 0 is the no-effect control and ±100 the full control effect; nearly all actives have a fitted effect of over 60% in size; inactives centre near -12
#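 High-throughput fluorogenic screen: 1nM USP1/UAF1 complex, Ub-Rho substrate 150nM final, 50mM HEPES pH 7.8 with 0.5mM EDTA, 0.1 mg/ml BSA, 1mM TCEP and 0.01% Tween-20.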
# PGK inhibitor: T. brucei PGK inhibition; P07378; PGK/GAPDH coupled, Kinase-Glo luminescence, 60 min; Potency, µM (titrated, usually from 57.5 µM), without a hit: at the highest dose activity change, negative = inhibition, most hits filed as inhibitors; 380,000 compounds, 0.043% hits; further: potency means the concentration at half of the fitted maximal effect; on the % scale 0 is the no-effect control and ±100 the full control effect; nearly all actives have a fitted effect of over 60% in size
# Target sequence (P07378 whole entry, looked up): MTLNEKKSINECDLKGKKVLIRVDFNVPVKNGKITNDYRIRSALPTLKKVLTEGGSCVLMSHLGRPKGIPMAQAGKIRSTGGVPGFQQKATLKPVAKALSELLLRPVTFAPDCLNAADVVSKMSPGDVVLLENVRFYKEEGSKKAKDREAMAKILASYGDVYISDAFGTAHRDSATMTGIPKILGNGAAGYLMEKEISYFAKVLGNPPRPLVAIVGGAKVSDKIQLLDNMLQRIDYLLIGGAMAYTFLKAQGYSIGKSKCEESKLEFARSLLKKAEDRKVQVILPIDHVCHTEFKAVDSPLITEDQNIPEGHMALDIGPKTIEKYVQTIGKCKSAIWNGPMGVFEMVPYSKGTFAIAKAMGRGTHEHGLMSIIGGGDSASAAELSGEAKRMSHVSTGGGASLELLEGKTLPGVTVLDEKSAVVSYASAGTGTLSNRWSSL
#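 Recombinant glycosomal PGK reaction used 1,3-bisphosphoglycerate generated in-well by GAPDH (100nM final) in 100mM TEA pH 7.6, 5mM MgCl2, 0.01% Tween-20. After 60 minutes at room temperature, ATP was read by Kinase-Glo Plus luminescence end-point.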
# IDH1 R132H inh: human IDH1 R132H inhibition; O75874; IDH1-R132H enzyme, NADPH consumption, diaphorase/resazurin fluorescence; Potency, µM (titrated, usually from 76.6 µM), without a hit: at the highest dose activity change, negative = inhibition, actives largely listed as inhibitors; 390,000 compounds, 0.093% hits; AID 602179; further: potency means the concentration at half of the fitted maximal effect; on the % scale 0 is the no-effect control and ±100 the full control effect; nearly all actives have a fitted effect of over 65% in size
# Target sequence (O75874 whole entry R132H, stated change not applied): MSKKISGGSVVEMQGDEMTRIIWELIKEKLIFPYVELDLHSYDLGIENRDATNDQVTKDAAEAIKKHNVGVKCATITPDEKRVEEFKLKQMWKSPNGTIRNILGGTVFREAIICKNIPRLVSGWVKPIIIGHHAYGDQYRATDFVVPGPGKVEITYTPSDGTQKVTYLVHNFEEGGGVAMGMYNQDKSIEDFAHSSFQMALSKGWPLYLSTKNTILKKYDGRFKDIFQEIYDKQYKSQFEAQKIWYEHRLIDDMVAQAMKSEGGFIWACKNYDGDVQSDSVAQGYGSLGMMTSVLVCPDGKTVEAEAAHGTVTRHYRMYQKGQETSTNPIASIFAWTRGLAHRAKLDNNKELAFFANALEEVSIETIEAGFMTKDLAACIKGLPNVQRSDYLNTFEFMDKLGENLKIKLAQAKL
#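 IDH1-R132H (0.5 ug/mL dispensed) in pH 7.5 Tris buffer was preincubated 30 min with compound, then given a substrate mix of 0.016 mM NADPH and 2 mM alpha-KG for 80 min at room temperature; remaining NADPH was read by diaphorase/resazurin fluorescence.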
# TrxR1 substrate: is turned over as a substrate by rat TrxR1. purified TrxR1 substrate turnover, NADPH consumption readout. Potency, µM (doses to about 114 µM), without a hit: at the top dose activity change, negative = substrate turnover. 390,000 compounds, 0.01% hits; further: potency means the concentration at half of the fitted maximal effect; on the % scale 0 is the no-effect control and ±100 the full control effect; nearly all actives have a fitted effect of over 50% in size
#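 Rat TrxR1, dispensed at 90 nM, was prereduced with 400 uM NADPH (final) for 5 min at ~22 deg C, then incubated with compound 15 min before 400 uM selenite. A first-read NADPH fluorescence drop versus no-compound background flagged substrates.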
# HP1b chromo inh: blocks HP1-beta chromodomain binding to methylated histone tails | P83916 | AlphaScreen HP1-beta / biotin-H3K9me3 peptide binding | Potency, µM (titrated, usually from 114 µM), without a hit: at the top dose activity change, negative = inhibition, usual class: inhibitors | 390,000 compounds, 0.56% hits; further: potency means the concentration at half of the fitted maximal effect; nearly all actives have a fitted effect of over 70% in size; inactives centre near 23
# Target sequence (P83916 whole entry, looked up): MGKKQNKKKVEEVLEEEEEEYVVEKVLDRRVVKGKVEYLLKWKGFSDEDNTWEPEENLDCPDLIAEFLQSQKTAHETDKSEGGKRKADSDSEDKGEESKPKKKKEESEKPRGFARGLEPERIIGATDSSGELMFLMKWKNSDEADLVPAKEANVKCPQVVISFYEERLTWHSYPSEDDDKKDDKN
#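 Compound inhibition of the preformed complex between 50 nM HP1-beta and 50 nM biotinylated H3K9me3 peptide was read by AlphaScreen. Buffer was PBS pH 7.4 with 0.01% Tween-20. Incubations ran 30 min at room temperature, with 10 ug/mL donor/acceptor beads.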
# * hit, by the source's call; i = inactive; ? = inconclusive; · = no result given; [ ] = remark or other dose. Unless noted, the call rests on the fitted dose curve; in most records, active means well fitted curve in the direction sought with a large enough effect; inconclusive means small, poorly fitted or top-dose-only effect, or another doubt; inactive means no such curve, though single readings can be large; an effect the other way counts as inactive or inconclusive.
1	Cc1cc2cc(CNC(=O)c3cccs3)ccc2n1C
2	C/C(CC(=O)NC1CCCC1)=N\NC(=O)Cc1cccs1
3	CCOc1cc(C)c(Cl)cc1S(=O)(=O)n1ccnc1
4	Cn1cccc1/C=C1\CC(C(C)(C)C)C/C(=C\c2cccn2C)C1=O (centres undefined)
5	CCCn1c(=N)c(C(=O)NCc2ccco2)cc2c(=O)n3cc(C)ccc3nc21
6	Cc1ccc(-n2nnnc2SCC(=O)N2CCc3ccccc3C2)c(C)c1
assay / compound	1	2	3	4	5	6
GLS inhibitor	3%	-6%	0%	10%	-5%	-3%
PI4K2A block	-3	-1	1	-6	-3	-4
Pin1 inh	·	-5%	7%	?	8%	4%
rTrxR1 inhibitor	4%	?	-2%[57.1 µM]	-25%	-3%	24%
USP1 inh	-6%	-6%	-9%	11µM*	-31%	-17%
PGK inhibitor	·	-1%	-3%	14%	i	0%
IDH1 R132H inh	-3%	3%	-4%	1%	-2%	-1%
TrxR1 substrate	-1%	1%	-5%[57.1 µM]	-11%	76%[activator]	4%
HP1b chromo inh	-15%	19%	27%	?	30%	18%

7	COc1cccc(C(=O)Nc2ccccc2C(=O)OCc2cc(=O)n3nc(C)sc3n2)c1
8	O=C(O)COc1ccc(-c2nnn(CC(=O)O)n2)cc1
9	CCCNc1cc(=O)n(C)c(=O)n1C
10	Cc1cccc(-c2nn(-c3ccccc3)cc2CNCCO)c1
11	O=C(NCc1ccccc1F)C(=O)NCC(c1ccco1)S(=O)(=O)c1cccs1 (centres undefined)
12	CCNc1nc(NCC)n2c(SCC(=O)Nc3ccc(F)cc3[N+](=O)[O-])nnc2n1
assay / compound	7	8	9	10	11	12
GLS inhibitor	6%	3%	9%	·	-3%	0%
PI4K2A block	2	3	2	·	-4	2
Pin1 inh	-12%	24%	-8%	-1%	2%	0%
rTrxR1 inhibitor	10%[57.1 µM]	17%	8%	1%	7%[57.1 µM]	13%[57.1 µM]
USP1 inh	0%	-18%	-12%	·	-25%	-7%
PGK inhibitor	-2%	-2%	9%	·	i	i
IDH1 R132H inh	-9%	3%	5%	·	23%	-10%
TrxR1 substrate	6%[57.1 µM]	5%	-2%	21%	1%[57.1 µM]	4%[57.1 µM]
HP1b chromo inh	22%	0%	33%[activator]	?	6%	2%

13	CNC(=O)CSc1cn(CC(=O)N(C(C)C)C(C)C)c2ccccc12
14	Cc1noc(C)c1CN1C(=O)NC2(CCCCCCC2)C1=O
15	O=C(NCCN1C(=O)CSC1=O)c1ccccc1
16	COc1ccccc1CNS(=O)(=O)c1cc(C)ccc1OC
17	CCN(CC)CCCNC(=S)N(Cc1cccnc1)Cc1cc2cccc(C)c2[nH]c1=O
18	Cn1nc(C(=O)Nc2ccc(S(=O)(=O)Nc3ncccn3)cc2)ccc1=O
assay / compound	13	14	15	16	17	18
GLS inhibitor	-2%	10%	4%	9%	-24%	29%
PI4K2A block	-1	6	-3	0	1	-1
Pin1 inh	-2%	-1%	2%	-11%	2%	-2%
rTrxR1 inhibitor	18%[57.1 µM]	10%[57.1 µM]	18%	3%[57.1 µM]	0%[57.1 µM]	1%
USP1 inh	-8%	-12%	-2%	-19%	-1%	-23%
PGK inhibitor	i	i	·	7%	-2%	-5%
IDH1 R132H inh	-4%	4%	1%	2%	-5%	-1%
TrxR1 substrate	-5%	-4%	12%	8%[57.1 µM]	0%[57.1 µM]	-5%
HP1b chromo inh	31%	30%	32%	36%	13%	26%

# Taken from above:
# entry 15 @ USP1 inh: -2%
# entry 1 @ GLS inhibitor: 3%
# entry 8 @ GLS inhibitor: 3%
# entry 7 @ IDH1 R132H inh: -9%

# Returning to the listing with the two entries that preceded the break.
17	CCN(CC)CCCNC(=S)N(Cc1cccnc1)Cc1cc2cccc(C)c2[nH]c1=O
18	Cn1nc(C(=O)Nc2ccc(S(=O)(=O)Nc3ncccn3)cc2)ccc1=O
19	COc1ccc(C(=O)NCC(c2cccnc2)N2CCc3ccccc32)cc1OC (centres undefined)
20	CCOc1ccc2[nH]c3c(NCCOC)ncnc3c2c1
21	COC(=O)c1ccc(-c2noc(CN(Cc3nccn3C)C(C)C)n2)cc1
22	FC(F)(F)c1nnc2ccc(N3CCN(c4ccccc4)CC3)nn12
23	COc1ccc(CCNC(=O)C(=O)Nc2ccc(C)cc2)cc1OC
24	COc1ccc(/C=N/NC(=O)c2ccc3ccccc3c2)cc1OS(=O)(=O)c1ccc(NC(C)=O)cc1
assay / compound	17	18	19	20	21	22	23	24
GLS inhibitor	-24%	29%	7%	21%	6%	-2%	-15%	0%
PI4K2A block	1	-1	-2	0	2	-3	-1	-2
Pin1 inh	2%	-2%	2%	-1%	-3%	-12%	2%	21%
rTrxR1 inhibitor	0%[57.1 µM]	1%	3%	-4%	3%[57.1 µM]	21%[57.1 µM]	36%[activator][57.1 µM]	28%
USP1 inh	-1%	-23%	9%	-14%	-13%	-9%	-10%	-23%
PGK inhibitor	-2%	-5%	-6%	i	-7%	-5%	0%	4%[11.5 µM]
IDH1 R132H inh	-5%	-1%	0%	0%	-3%	3%	-6%	5%
TrxR1 substrate	0%[57.1 µM]	-5%	0%	76%[activator]	5%	10%[57.1 µM]	1%[57.1 µM]	24%
HP1b chromo inh	13%	26%	30%	30%	-13%	40%[activator]	32%	32%[activator]

25	CCOC(=O)N1CCC(NC(=O)CSCc2nc(-c3ccccc3Cl)oc2C)CC1
26	Cc1ccc(-c2nnc(Nc3ccc(C(=O)N(C)C)cc3)c3ccccc23)cc1S(=O)(=O)NCC1CCCO1 (centres undefined)
27	CCOC(=O)c1ccc(NC(=O)CSC2=NN3CCCC(=O)N=C3S2)cc1
28	Cc1ccc(NC(=O)c2cc(=O)c3ccccc3o2)cc1S(=O)(=O)N1CCOCC1
29	O=C(Cc1cccs1)N1CCC(c2nc3c(nnn3Cc3ccc(F)cc3)c(=O)[nH]2)CC1
30	Cc1ccc(CS(=O)Cc2ccc(C(=O)NCc3ccc(OC(C)C)cc3)o2)cc1 (centres undefined)
assay / compound	25	26	27	28	29	30
GLS inhibitor	4%	-1%	1%	0%	1%	-4%
PI4K2A block	-1	-3	-4	4	-6	-1
Pin1 inh	-8%	7%	-6%	?	2%	-6%
rTrxR1 inhibitor	22%	-16%	38%[activator]	-14%	6%	-2%
USP1 inh	-12%	-21%	-14%	-6%	-3%	-22%
PGK inhibitor	i	i	i	7%	-7%	0%
IDH1 R132H inh	7%	2%	25%	1%	3%	5%
TrxR1 substrate	6%	-10%	4%	-9%	-9%	-3%
HP1b chromo inh	20%	23%	14%	24%	7%	35%

31	Cn1ncc(Br)c1C(=O)Nc1ccc(Cl)cn1
32	CCCc1cc(=O)[nH]c(SCC(=O)NCCN2C(=O)CSC2=O)n1
33	c1cnn(-c2cncc(-n3cccn3)n2)c1
34	C[C@H]1CN([C@@H](C)CO)C(=O)Cc2cc(NC(=O)Nc3ccccc3)ccc2O[C@H]1CN(C)Cc1ccccc1
35	Cc1cccc2cc(/C=C3\N=C(c4ccccc4)OC3=O)c(N3CCOCC3)nc12
36	Cc1cc(C)n(-c2nc3cc(Cl)ccc3nc2N2CCN(c3ccccc3F)CC2)n1
assay / compound	31	32	33	34	35	36
GLS inhibitor	15%	6%	5%	12%	-7%	3%
PI4K2A block	11	6	-4	-4	30	-1
Pin1 inh	0%	-7%	6%	-1%	76µM*	4%
rTrxR1 inhibitor	-10%	-10%	4%	-8%	5%	13%
USP1 inh	2%	-8%	-7%	-20%	-19%	-36%
PGK inhibitor	8%	-8%	-7%	1%	-10%	i
IDH1 R132H inh	17%	5%	1%	0%[38.3 µM]	5%	1%
TrxR1 substrate	-2%	-9%	-7%	-8%	1%	1%
HP1b chromo inh	21%	17%	34%	-10%	39%	110%[activator]

37	COc1cccc(-n2nnnc2SCC(=O)NC2CCCC2)c1
38	O=C1/C(=C/c2ccccc2)CCC1C1CCCC1 (centres undefined)
39	CCOCCCNC(=O)c1ccc(-n2c(-c3ccccc3)cc3c2CCCC3)cc1
40	Cc1ccc(Cn2nnnc2CN2CCC(c3nc4ccc(Cl)cc4[nH]3)CC2)cc1
41	C[C@@H]1CCCCO[C@@H](CN(C)C(=O)C2CCCCC2)[C@@H](C)CN([C@H](C)CO)C(=O)c2cc(NC(=O)NC3CCCCC3)ccc2O1
assay / compound	37	38	39	40	41
GLS inhibitor	1%	2%	2%	6%	3%
PI4K2A block	0	0	7	2	4
Pin1 inh	-2%	3%	?	6%	·
rTrxR1 inhibitor	-3%	-3%	23%	-13%	·
USP1 inh	-9%	-2%	9%	-6%	3%
PGK inhibitor	1%	-6%	-6%	5%	3%
IDH1 R132H inh	4%	6%	-2%	-2%	?
TrxR1 substrate	-6%	-8%	14%[11.4 µM]	-16%	·
HP1b chromo inh	15%	54%[activator]	8%	5%	·

# Given with values under each structure: entries from further up.
# Values run as follows: GLS inhibitor	PI4K2A block	Pin1 inh	rTrxR1 inhibitor	USP1 inh	PGK inhibitor	IDH1 R132H inh	TrxR1 substrate	HP1b chromo inh
39	CCOCCCNC(=O)c1ccc(-n2c(-c3ccccc3)cc3c2CCCC3)cc1
  2%	7	?	23%	9%	-6%	-2%	14%[11.4 µM]	8%
40	Cc1ccc(Cn2nnnc2CN2CCC(c3nc4ccc(Cl)cc4[nH]3)CC2)cc1
  6%	2	6%	-13%	-6%	5%	-2%	-16%	5%

# High-throughput results from PubChem.

# The list is partial; rates above refer to the full screens.
